From PubChem BioAssay
Lamin A splicing = changes lamin A minigene splicing in HeLa cells; HeLa LMNA splicing GFP/RFP minigene ratio, 48 h; Potency, µM (series often up to 46.1 µM), inactives show at the top dose ratio change, negative = inhibition, actives largely listed as inhibitors; 200,000 tested, 0.01% active; active = well fitted inhibition curve with a large enough effect in the signal ratio, with a control signal flat, not every such curve was filed as active; inconclusive = small, poorly fitted or top-dose-only effect, or effect the other way, or a change in a side signal; the % refers to the signal ratio; note: % is set by controls: 0 for no effect and ±100 for the full control effect
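S3 HeLa cells stably expressing lamin A-EGFP splicing minigene plus DsRed2, 600 cells/well, 48 h compound exposure at 37C. Laser-scanning cytometry; analysed as GFP (500-530 nm)/RFP (575-640 nm) total intensity ratio; 0.5% DMSO vehicle.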
JMJD2E inh = JMJD2E (human) inhibition; 230,000 tested, 1.6% active; JMJD2E catalytic domain, FDH-coupled NADH fluorescence (FDH is formaldehyde dehydrogenase); Potency, µM (top dose mostly 57.1 µM), for the others: top-dose activity change, negative = inhibition, hits mostly inhibitors; active = well fitted inhibition curve with a large enough effect, not every such curve was filed as active; inconclusive = small, poorly fitted or top-dose-only effect, or another doubt; inactive = no such curve, though single readings can be large or run the other way;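 note: 0% = wells with enzyme and -100% = buffer wells without enzyme; nearly all actives have a fitted effect of over 50% in size; many of its hits are not listed in these tables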
Target sequence (B2RXH2 1-337 limits assumed): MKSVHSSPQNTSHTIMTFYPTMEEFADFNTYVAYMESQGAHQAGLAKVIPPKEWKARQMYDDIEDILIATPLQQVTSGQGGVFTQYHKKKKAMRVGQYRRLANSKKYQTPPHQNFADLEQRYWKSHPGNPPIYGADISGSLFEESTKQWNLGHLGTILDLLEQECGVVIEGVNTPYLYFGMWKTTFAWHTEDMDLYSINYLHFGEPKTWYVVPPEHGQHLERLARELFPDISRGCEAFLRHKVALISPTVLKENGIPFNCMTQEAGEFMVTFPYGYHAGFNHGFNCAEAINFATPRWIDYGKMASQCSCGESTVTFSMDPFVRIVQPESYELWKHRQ
L3MBTL1 block = L3MBTL1 (human) inhibition. Q9Y468. AlphaScreen L3MBTL1–H3K9me1 peptide binding. Potency, µM (titrated, usually from 57.1 µM), for inactives: top-dose activity, negative = inhibition, usual class: inhibitors. 230,000 tested, 0.66% active; note: % is set by controls: 0 for no effect and ±100 for the full control effect; nearly all actives have a fitted effect of over 60% in size
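AlphaScreen assay: L3MBTL1 (50 nM final) was preincubated 30 min at room temperature with biotinylated H3(1-15)K9me1 peptide (75 nM final), then 30 min with library compounds; streptavidin donor and nickel chelate acceptor beads (10 ug/mL final) added, 30 min dark.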
SMN2 splice up = enhancers of SMN2 splice variant expression. HEK293 SMN2-luciferase splicing reporter, luminescence, 30-36 h. Potency, µM (highest dose often 46.1 µM), for inactives: top-dose activity change, positive = activation, usual class: activators. 210,000 tested, 2.8% active. AID 1458; note: % of control where 0% means no effect; nearly all actives have a fitted effect of over 55% in size
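HEK293 cells carry an SMN2 […]–luciferase reporter in which exon 7 inclusion puts luciferase in frame. Cells were plated 10-12 h before compound addition, then incubated 30-36 h at 37C. ONE-Glo luminescence was read; sodium butyrate at 4.5 mM final served as control.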
RECQ1 inh = blocks DNA unwinding by human RECQ1; P46063; RECQ1 DNA unwinding, red fluorescence kinetic read; Potency, µM (top dose mostly 57.3 µM), for the others: at the highest dose activity, negative = inhibition, hits mostly inhibitors; 240,000 tested, 0.54% active; AID 2549;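 note: plate controls were vehicle for no effect and no enzyme for full effect; nearly all actives have a fitted effect of over 30% in size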
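50 nM RECQ1T1 preincubated 15 min with compound in Tris pH 8.0 buffer with MgCl2, DTT, Tween-20 and 2.5 ug/ml poly(dI-dC); started with 200 nM TAMRA/BHQ-2 forked duplex and 2 mM ATP. Unwinding read as fluorescence (525/598 nm), two reads 2 h apart.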
Luc counter = counter-screen: inhibitors of Kinase-Glo firefly luciferase; Q27757; Kinase-Glo luciferase, ATP luminescence, 8 min; Potency, µM (titrated, usually from 38.3 µM), inactives show at the top dose activity change, negative = inhibition, hits mostly inhibitors; 200,000 tested, 0.28% active; AID 1379; note: % is set by controls: 0 for no effect and ±100 for the full control effect; nearly all actives have a fitted effect of over 60% in size
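Compound is pinned into ATP-containing buffer (10 uM ATP, imidazole pH 7.2, 7 mM MgCl2). Kinase-Glo luciferase reagent is then added. Light output is recorded following an 8-min room-temperature incubation.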
Tau ThT inhib = blocks human tau fibril formation measured by thioflavin T; Potency, µM (highest dose often 57.4 µM), inactives show at the highest dose activity, negative = inhibition, most hits filed as inhibitors; P10636; recombinant tau K18 P301L (four-repeat tau fragment), heparin-induced fibrillization, ThT fluorescence; 270,000 tested, 2.1% active; note: % is set by controls: 0 for no effect and ±100 for the full control effect; nearly all actives have a fitted effect of over 55% in size
Target sequence (P10636 561-689 P618L limits assumed): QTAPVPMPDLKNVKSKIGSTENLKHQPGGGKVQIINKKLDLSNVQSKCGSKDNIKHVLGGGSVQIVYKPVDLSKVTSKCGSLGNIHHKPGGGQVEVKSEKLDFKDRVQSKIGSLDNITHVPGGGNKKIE
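In this qHTS, human K18 P301L tau is incubated with compound and heparin for 6 hr at 37 C, and Thioflavin T fluorescence then reports fibril load.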
ALDH1A1 block = inhibitors of human aldehyde dehydrogenase 1A1; AID 1030; P00352; Purified ALDH1A1, NADH fluorescence, propionaldehyde substrate; Potency, µM (top dose mostly 75.3 µM), inactives show at the top dose activity, negative = inhibition, most hits filed as inhibitors; 220,000 tested, 7.3% active; active = well fitted inhibition curve with a large enough effect, not every such curve was filed as active; inconclusive = small, poorly fitted or top-dose-only effect, or another doubt; inactive = no such curve, though single readings can be large or run the other way;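 note: plate controls were no enzyme wells and a reference inhibitor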
Target sequence (P00352 whole entry, looked up): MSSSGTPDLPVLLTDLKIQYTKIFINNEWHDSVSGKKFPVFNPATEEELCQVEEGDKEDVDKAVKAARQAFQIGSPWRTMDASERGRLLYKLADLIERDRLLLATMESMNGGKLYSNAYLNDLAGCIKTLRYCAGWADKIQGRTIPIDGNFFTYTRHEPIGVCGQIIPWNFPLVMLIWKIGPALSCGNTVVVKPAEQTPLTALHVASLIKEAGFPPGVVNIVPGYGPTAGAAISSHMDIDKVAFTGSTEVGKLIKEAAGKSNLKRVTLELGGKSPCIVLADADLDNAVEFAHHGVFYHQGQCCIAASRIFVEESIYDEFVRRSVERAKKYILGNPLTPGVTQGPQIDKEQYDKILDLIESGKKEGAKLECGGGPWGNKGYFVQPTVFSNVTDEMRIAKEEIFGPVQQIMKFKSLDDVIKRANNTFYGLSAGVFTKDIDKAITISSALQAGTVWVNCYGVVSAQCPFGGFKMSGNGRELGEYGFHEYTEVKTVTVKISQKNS
Starred values were filed as active, the others as inactive; i = inactive; ? = inconclusive; · = not tested or not shown; & = joins results of further samples; [ ] = dose if it differs, or a comment. Unless noted, calls come from the whole dose curve; as a rule, active = well fitted curve in the direction sought with a large enough effect; inconclusive = small, poorly fitted or top-dose-only effect, or another doubt; inactive = no such curve, though single readings can be large; an effect the other way counts as inactive or inconclusive. Potency is the fitted concentration of half-maximal effect.

Every second line gives: Lamin A splicing, JMJD2E inh, L3MBTL1 block, SMN2 splice up, RECQ1 inh, Luc counter, Tau ThT inhib, ALDH1A1 block
Oc1ccc2c3c1O[C@H]1c4oc5ccccc5c4C[C@@]4(O)C(C2)N(CC2CC2)CCC314 (some centres undefined)
 : -32.4%, 10.2%, ·, -18.0%, -11.1%, -1.0%, 2.6%, -2.2%
CNC(C)(C)Cc1ccccc1
 : ?, 0.9%, 1.0%, -7.9%, 12.9%, -4.8%, 4.1%, 8.1%
CN1CCC(C)(O)C2CCCCC21 (centres undefined)
 : ·, 8.2%, ?, -29.8%, -0.3%, -0.5%, -0.1%, 10µM*
CC(C)OP(=O)(OC(C)C)C(O)c1ccccc1F (centres undefined)
 : -5.8%, 7.2%, 4.2%, 6.9%, -6.2%, 0.1%, 0.3%, 1.7%
COc1ccc2c(CN3CC=C(c4ccccc4)CC3)cc(=O)oc2c1
 : 1.7%[46 µM], ?, ·, -5.2%, -6.4%, -0.7%, -15.8%, ?
O=C(Nc1ccc(F)cc1)OC1CN2CCC1CC2 (centres undefined)
 : ·, -2.1%, -2.2%, ·, -11.8%, ·, 1.1%, 4.1%
Oc1ccc(Cl)c(Cl)c1Cl
 : ·, ·, 8.7%, 7.5%, 3.7%, ·, ·, 2.2%
CCC(N)C(O)c1ccc(O)c(O)c1 (centres undefined)
 : ·, 14.1µM*, ·, 23.3%, 12.2%, -2.7%, -21.4%, -9.2%
O=C(Nc1ccc(Cl)cc1C(=O)c1ccccc1)c1ccccc1
 : -3.7%, -3.7%, -0.2%, -2.6%, -29.2%, -0.8%, -1.4%, -11.7%
COc1ccccc1OCC#CCN1CCOCC1
 : ·, -3.0%, -12.4%[2.29 µM], 16.4%, i, -3.6%, -3.6%, 0.1%
C=C(C)[C@H]1CC[C@]2(C(=O)O)CC[C@]3(C)[C@@H](CC[C@H]4[C@@]5(C)CC[C@@H](O)C(C)(C)[C@@H]5CC[C@@]43C)[C@H]12
 : ?, 2.6%[25.5 µM], ·, 4.2%[20.6 µM], -8.9%[25.9 µM], 2.7%[17.1 µM], ·, 10.6%[20.9 µM]
COc1ccccc1Sc1ccccc1CC(C)N (centres undefined)
 : 1.2%, 11.5%, 24.3%, -12.6%, -7.3%, -2.9%, 4.5%, -7.0%
O=S(=O)(c1ccc(Cl)cc1)N1CN2CCN(C2)C1
 : 6.4%, -0.5%, ·, ?, 1.7%, 0.6%, 10.6%, 4.9%
O=C(O)CNC(=O)C(CS)Cc1ccccc1 (centres undefined)
 : -11.6%, -15.2%, 0.9%, -17.4%&-8.1%, -10.1%&4.2%, -2.7%, ?, -16.4%
COc1ccc(-c2nc3ccccc3c(=O)n2-c2ccc(OC)cc2)cc1
 : ·, 2.7%, -0.7%, ·, i, -0.8%, -10.9%, 11.2µM*
CC1CN=C(NCc2ccncc2)S1 (centres undefined)
 : 7.4%, -2.7%, 4.2%, 13.3%, -4.7%, -4.2%, 6.0%, 11.5%
CC(=NCc1ccco1)c1c(O)n(C)c(=O)n(C)c1=O
 : ?, 2.0%, 20.9%, -19.3%, i, -2.2%, -16.2%, -9.2%
CN(C)C(=O)Nc1cccc(OC(=O)N(C)C)c1
 : -4.8%, 8.7%, 11.1%, -6.7%, 5.3%, -0.7%, 2.1%, 3.2%
CC(=NCCc1ccccc1)c1c(O)[nH]c(=O)[nH]c1=O
 : ·, 3.8%, -2.6%, ·, -5.2%, ·, -13.8%, ·
CCC(=NCCC1=CCCCC1)c1c(O)[nH]c(=O)[nH]c1=O
 : -4.4%, -2.3%, -2.4%, -20.7%, -0.1%, -2.6%, -17.6%, ?

Four of these compounds, set out differently.
SMILES	Lamin A splicing	JMJD2E inh	L3MBTL1 block	SMN2 splice up	RECQ1 inh	Luc counter	Tau ThT inhib	ALDH1A1 block
O=C(Nc1ccc(F)cc1)OC1CN2CCC1CC2 (centres undefined)	·	-2.1%	-2.2%	·	-11.8%	·	1.1%	4.1%
Oc1ccc(Cl)c(Cl)c1Cl	·	·	8.7%	7.5%	3.7%	·	·	2.2%
CCC(N)C(O)c1ccc(O)c(O)c1 (centres undefined)	·	14.1µM*	·	23.3%	12.2%	-2.7%	-21.4%	-9.2%
O=C(Nc1ccc(Cl)cc1C(=O)c1ccccc1)c1ccccc1	-3.7%	-3.7%	-0.2%	-2.6%	-29.2%	-0.8%	-1.4%	-11.7%

Remaining list, next part:
Every second line gives: Lamin A splicing, JMJD2E inh, L3MBTL1 block, SMN2 splice up, RECQ1 inh, Luc counter, Tau ThT inhib, ALDH1A1 block
O=C(COc1ccccc1)N1CCN(C/C=C/c2ccccc2)CC1
 : ?, 2.2%, 5.3%, -19.7%, i, 0.6%, -6.0%, -10.3%
O=c1[nH]c(=O)n(CCc2ccccc2)c(O)c1C=NCCCn1ccnc1
 : -4.6%, 10.7%, ·, -0.3%, i, -1.7%, -7.9%, 8.0%
Clc1ccc(CO/N=C(\Cn2ccnc2)c2ccc(Cl)cc2Cl)c(Cl)c1
 : ?, -18.7%, ·, -4.0%, -11.0%, -4.7%, ?, -5.9%
O=C1NC(=O)N(c2ccccc2)C(=O)/C1=C/c1ccc([N+](=O)[O-])s1
 : ?, ?, 17.8µM*, -10.1%, i, -9.1%, 14.1µM*, 22.4µM*
O=C(O)C1CN2CCC1CC2 (centres undefined)
 : -2.6%, 3.9%, 1.4%, -11.9%, -8.6%, -4.6%, -7.9%, 1.0%
Cc1cc(C(=O)CS(=O)(=O)c2ccc(F)cc2)cc(C)c1OC(=O)N(C)C
 : 4.7%[46 µM], ?, 6.1%, 6.2%, 3.5%, ?, -10.7%, ?
COc1ccc(C(=O)O/N=C(/C(N)=O)P(=O)(OC(C)C)OC(C)C)cc1
 : ·, 3.6%, 7.2%, ·, -8.7%, ·, ?, ·
COc1cccc(C(=O)C2CCCN(Cc3cnn(C(C)C)c3)C2)c1 (centres undefined)
 : ·, -5.6%, -1.0%, ·, -0.8%, 5.0%, -3.7%, -7.8%
CCN1C(=O)C(=Cc2ccc(N3CCOCC3)o2)C(=O)N(CC)C1=S
 : ·, 0.0%, -6.2%, ·, -25.4%, ·, 17.8µM*, ·
CNC(=O)CSP(=S)(OC)OC
 : 9.7%, -5.2%, ·, -10.1%, -1.0%, -6.3%, ?, ?
COc1ccc(N=Cc2c(O)n(-c3ccc(C)cc3)c(=O)[nH]c2=O)cc1
 : -4.9%[46 µM], ?, 10.5%, ·, -1.8%, 0.8%, ?, ?
CCOC(=O)c1cc(CC)sc1/N=C/c1c(O)[nH]c(=S)[nH]c1=O
 : -6.7%, 2.2%, -10.1%, 3.2%, -4.0%, -3.4%, -16.9%, ?
CCN(CC)CCCOC(=O)C(OC(C)C)(c1ccccc1)c1ccccc1
 : -0.9%, 4.5%, -4.8%, 3.7%, 0.3%, 0.6%, -15.1%, -8.8%
CCc1c(C(=O)OC)ncc2[nH]c3cc(OC)c(OC)cc3c12
 : ?, ?, ·, -11.3%&-0.4%, -3.9%&-8.2%, -1.2%, ?, ?
C(=NC12CN3CN(CN(C3)C1)C2)c1cccnc1
 : 0.0%, -4.8%, 6.2%, -21.4%, -16.8%, -1.2%, 1.1%, 0.7%
CC[C@@H]1CN2CC[C@@H]1C[C@H]2[C@H](O)c1ccnc2ccc(OC)cc12
 : ·, ?, ·, ·, -0.5%, 1.9%, -4.9%, ?
Oc1cc(Cl)ccc1Oc1ccc(Cl)cc1Cl
 : ?, ·, ·, ·, i, 6.3%[39.9 µM], -3.9%, 1.4%
COc1ccc(-n2c(O)c(C(C)=NC3CC3)c(=O)[nH]c2=O)cc1
 : 9.7%, 0.0%, ·, 1.0%, 6.2%, -3.8%, 2.3%, -6.8%
CCCCC/C=C\C/C=C\C/C=C\C/C=C\CCCC(N)=O
 : ·, -7.6%&-2.6%, ·, 1.5%&0.1%&5.0%, -6.3%&-4.4%&-2.2%, 0.2%&1.8%, -2.0%&-7.5%&-3.0%, -4.2%&3.7%&-5.4%
Cn1cccc1CNCCc1ccc(F)cc1
 : -7.7%, -10.2%, -15.4%, 8.8%, -1.0%, 1.0%, -9.4%, 5.1%
CCOC(=O)c1c(NC(=O)C(c2ccccc2)c2ccccc2)sc2c1C1CCN2CC1
 : 8.0%, ?, -24.8%, -36.9%[inhibitor], -6.7%, -6.9%, -16.3%, ?
c1ccc(OCC2CO2)cc1 (centres undefined)
 : ·, ·, -7.5%, -5.7%, 1.4%, ·, ·, 13.2%
COC1C(O)C(C)O[C@H](OC2CC[C@@]3(C=O)C4CC[C@]5(C)C(C6=CC(=O)OC6)CC[C@@]5(O)C4CC[C@@H]3C2)C1O (some centres undefined)
 : ·, 0.1%, ·, -71.4%[inhibitor], -4.2%, -5.2%, -0.8%, -4.2%
O=c1[nH]c(O)c(C=Nc2ccccc2[N+](=O)[O-])c(=O)[nH]1
 : ·, -4.3%, ?, 1.7%, -0.6%, -4.1%, 14.8%, 8.5%
COc1ccc(CN2C(=O)NC(=O)/C(=C\c3ccc(OC)c(OC)c3OC)C2=O)cc1
 : ·, -2.8%, ·, -21.2%, -2.5%, -3.8%, ?, ?
Cc1c(C=O)c2ccccc2n1Cc1ccccc1F
 : 19.2%[46 µM], 5.4%, 12.5%, ·, -7.0%, -0.6%, -13.6%, ?
CN(C)c1ccc(/C=C/c2cc[n+](C)c3ccccc23)cc1
 : ·, -1.9%, ?, -100.0%[inhibitor], 15.6%, 12.6µM*, 16.3%, 3.6%
C[C@@H]1OC(=O)[C@H]2C[C@H]3CCCC[C@@H]3[C@@H](/C=C/[C@H]3CCC[C@H](C)N3C)[C@@H]12
 : ·, ·, ·, -12.5%, 2.5%, ·, -3.9%, -6.4%
O=C1C2CCCN2C(c2ccccc2)N1c1ccccn1 (centres undefined)
 : 5.3%, 4.4%, 1.2%, ·, i, ·, ?, ?
O=C1NC(=O)C2(Cc3ccccc3N3CCCC32)C(=O)N1c1ccccc1 (centres undefined)
 : ?, ?, -5.9%, 10.5%, i, 0.3%, ?, ?

Some of the compounds tested; rates above refer to the full screens.
